High-throughput results as filed in PubChem.
PI4K2A block – blocks human PI4K2A kinase activity | 420,000 compounds, 0.13% hits | Q9BTU6 | activity change, negative = inhibition, % at 76.9 µM | purified PI4K2A, ADP-Glo luminescence, 1 h; active compounds read low | AID 1346378; in the data active means activity change below about -50%; inconclusive means mostly about -30% to -49%;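 further: -100% = wells without enzyme as full effect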
Target sequence (Q9BTU6 whole entry, looked up): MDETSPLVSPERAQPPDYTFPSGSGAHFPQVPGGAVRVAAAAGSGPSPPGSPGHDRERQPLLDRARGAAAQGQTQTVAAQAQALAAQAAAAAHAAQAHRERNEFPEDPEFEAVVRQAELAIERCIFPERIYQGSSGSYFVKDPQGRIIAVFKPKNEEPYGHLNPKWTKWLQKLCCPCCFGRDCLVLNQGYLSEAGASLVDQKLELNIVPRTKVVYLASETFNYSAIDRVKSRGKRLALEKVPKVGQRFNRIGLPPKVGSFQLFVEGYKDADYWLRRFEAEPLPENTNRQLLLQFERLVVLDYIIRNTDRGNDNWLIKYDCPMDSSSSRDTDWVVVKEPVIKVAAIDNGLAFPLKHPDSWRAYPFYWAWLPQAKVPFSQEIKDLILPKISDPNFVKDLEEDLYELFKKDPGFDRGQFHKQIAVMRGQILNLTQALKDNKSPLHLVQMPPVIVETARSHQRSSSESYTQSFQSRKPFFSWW
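ADP-Glo luminescence measured ADP generated by PI4K2A enzyme (4 ug/mL before mixing) with 1.2 mM PI substrate (pre-mix) and 300 microM ATP (pre-mix). Tris pH7.5 buffer with MgCl2, Triton X-100; 1 h reaction at ambient temperature.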
USP1 inh – USP1/UAF1 (human) deubiquitinase inhibition; O94782; recombinant USP1/UAF1, Ub-Rhodamine cleavage fluorescence; Potency, µM (titrated, usually from 57.1 µM), without a hit: at the top dose activity change, negative = inhibition, actives largely listed as inhibitors; 390,000 compounds, 0.23% hits; AID 743255; further: potency means the concentration at half of the fitted maximal effect; on the % scale 0 is the no-effect control and ±100 the full control effect; nearly all actives have a fitted effect of over 60% in size; inactives centre near -12
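Step one: compound is pinned into 1nM USP1/UAF1 in HEPES pH 7.8 buffer with TCEP. Step two: 15 min room-temperature incubation. Step three: Ub-Rho (150nM final) starts cleavage, tracked by fluorescence over six one-minute reads.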
D2 ag – D2 dopamine receptor (human) agonism. activation, % at 2 µM. 340,000 compounds, 0.53% hits. HEK293 T-REx D2 cells, calcium flux agonist mode. AID 485358. P14416;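 active means activation over 3 SD above normal in the single-dose calcium agonist read, cut at about 30% in these data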; further: 0% is about no effect
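Agonism scored from kinetic calcium signal (1 read/sec, 180 s) following compound pin transfer, after a 10 s baseline. Cells: HEK293 Trex line expressing inducible D2 receptor coupled to calcium, dye-loaded after overnight culture at 30 C.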
TrxR1 substrate – rat thioredoxin reductase 1 substrate activity; Potency, µM (highest dose often 114 µM), for inactives: top-dose activity change, negative = substrate turnover; O89049; AID 588456; purified TrxR1 substrate turnover, NADPH consumption readout; 390,000 compounds, 0.01% hits; further: potency means the concentration at half of the fitted maximal effect; on the % scale 0 is the no-effect control and ±100 the full control effect; nearly all actives have a fitted effect of over 50% in size
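Rat TrxR1, dispensed at 90 nM, was prereduced with 400 uM NADPH (final) for 5 min at ~22 deg C, then incubated with compound 15 min before 400 uM selenite. A first-read NADPH fluorescence drop versus no-compound background flagged substrates.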
TrxR1 inh – rat TrxR1 inhibition; O89049; recombinant rTrxR1, NADPH fluorescence consumption, selenite substrate; Potency, µM (series often up to 114 µM), for inactives: at the highest dose activity change, negative = inhibition, hits mostly inhibitors; 390,000 compounds, 1% hits; AID 588453; further: potency means the concentration at half of the fitted maximal effect; on the % scale 0 is the no-effect control and ±100 the full control effect; nearly all actives have a fitted effect of over 65% in size
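Rat TrxR1 (90 nM in the dispensed reagent) was pre-reduced with 400 uM NADPH for 5 min at room temperature, then incubated with compound for 15 min. After 400 uM selenite was added, NADPH fluorescence (Ex 340/Em 450 nm) was followed for 8 min.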
TRHR enhancer – TRH receptor (human) allosteric enhancement | TRHR cells, fluo-8 calcium fluorescence, EC20 TRH enhancement | 360,000 compounds, 0.66% hits | enhancement, % at 2 µM; in the data active means enhancement above about 30%; further: 0% is about no effect
Target sequence (P34981 whole entry, looked up): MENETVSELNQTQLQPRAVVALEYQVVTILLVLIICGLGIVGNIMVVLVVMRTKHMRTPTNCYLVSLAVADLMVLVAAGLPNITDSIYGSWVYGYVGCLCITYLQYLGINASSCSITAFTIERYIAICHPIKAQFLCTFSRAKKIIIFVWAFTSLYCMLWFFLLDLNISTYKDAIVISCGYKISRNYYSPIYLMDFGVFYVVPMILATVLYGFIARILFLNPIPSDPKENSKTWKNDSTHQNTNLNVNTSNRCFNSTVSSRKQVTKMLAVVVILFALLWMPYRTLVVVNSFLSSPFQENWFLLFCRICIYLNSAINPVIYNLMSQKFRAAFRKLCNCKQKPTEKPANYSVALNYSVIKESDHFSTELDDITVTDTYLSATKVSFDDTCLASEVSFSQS
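Enhancer read-out: after compound pinning and an initial kinetic agonist-mode read, an EC20 of TRH (10 nM final) was injected and fluo-8 calcium signal (Ex 480/Em 530) followed at 1 s/cycle for 100 cycles in TRHR-expressing cells.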
mIDH1 inhibitor – human IDH1 R132H inhibition | O75874 | IDH1-R132H enzyme, NADPH consumption, diaphorase/resazurin fluorescence | 390,000 compounds, 0.093% hits | Potency, µM (highest dose often 76.6 µM), for inactives: at the highest dose activity change, negative = inhibition, usual class: inhibitors | AID 602179; further: potency means the concentration at half of the fitted maximal effect; on the % scale 0 is the no-effect control and ±100 the full control effect; nearly all actives have a fitted effect of over 65% in size
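IDH1-R132H (0.5 ug/mL) preincubated 30 min with compound, then NADPH (0.016 mM) and alpha-KG (2 mM) added; 80 min at RT, pH 7.5. Remaining NADPH coupled via diaphorase/resazurin to fluorescence (540/590 nm); concentration-response curves normalized to no-enzyme control.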
D2 antagonist – antagonists of human D2 dopamine receptor | P14416 | HEK293 TREx D2 cells, calcium flux, dopamine EC80 | inhibition, % at 10 µM | 340,000 compounds, 2% hits | AID 485344; in the data active means inhibition above about 30%; further: 0% is about no effect
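HEK293 T-REx D2 cells, tet-induced, calcium dye no-wash. Cpd pintool add, 180 s kinetic, then EC80 DA, 180 s kinetic. Ca flux read.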
TRHR ag – agonists of human TRH receptor; activation, % at 2 µM; TRHR cells, calcium flux fluo-8, FDSS agonist mode; P34981; 360,000 compounds, 0.18% hits; in the data active means activation above about 30%; further: 0% is about no effect
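Read-out: compound-evoked intracellular calcium rise in TRHR cells, fluo-8 dye, kinetic FDSS fluorescence at 1 s/cycle following a 10-cycle baseline. Cells cultured overnight before dye loading (30 min–1.5 h, RT).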
The depositor's hits bear a star; ? = inconclusive; . = not tested or not shown; [ ] = dose if it differs, or a comment. Unless noted, the call rests on the fitted dose curve; in most records, active means well fitted inhibition curve with a large enough effect; inconclusive means small, poorly fitted or top-dose-only effect; inactive means no such curve, though single readings can be large or run the other way.

Molecule,PI4K2A block,USP1 inh,D2 ag,TrxR1 substrate,TrxR1 inh,TRHR enhancer,mIDH1 inhibitor,D2 antagonist,TRHR ag
C[C@@H]1NC(=O)[C@H](CCCN=C(N)N)NC(=O)c2cc([N+](=O)[O-])cc(I)c2NCCC[C@@H](C(N)=O)NC1=O,-4,1%,-0.9,1%[57.1 µM],?,4,-1%,4,-0.8
CCN(CC)c1ccc(NC(=O)COC(=O)c2ccc3ccccc3n2)cc1,-4,-15%,-0.8,-1%,9%,0,6%,-9,-0.6
O=C(O)c1cc(=S)nc[nH]1,-13,-2%,.,-2%[57.1 µM],-29%[57.1 µM],.,2%,.,.
COC(=O)c1ccc(S(=O)(=O)N2CCC(c3nc4ccccc4o3)CC2)cc1,-1,-10%,0.4,7%,5%,-8,6%,-3,-0.2
CCCCOC(=O)C1=C(C)NC(=O)NC1c1ccc(N(C)C)cc1 (stereo unspecified),1,-22%,0.1,7%,15%,-1,0%,17,0.4
COC(=O)c1ccc(S(=O)(=O)c2ccc([N+](=O)[O-])cc2)cc1,-4,-6%,0.5,-1%[57.1 µM],0%[2.29 µM],-3,-3%,-3,-0.6
O=C(Nc1ccccc1)Nc1ccno1,2,-11%,-0.5,13%[57.1 µM],15%[57.1 µM],5,2%,0,0.6
O=C(CCS(=O)(=O)c1ccc(Br)cc1)Nc1ccc(Cl)c(C(F)(F)F)c1,-2,?,-0.2,-15%,-4%,-12,21%,.,1.0
CC1=Nn2c(nnc2-c2n[nH]c3c2CCC3)SC1,-4,-10%,.,-4%,1%,-1,1%,.,-0.1
COc1ccc(C(CNC(=O)Cn2c(=O)oc3ccccc32)N(C)C)cc1 (stereo unspecified),3,-14%,0.1,-9%,-15%,-6,3%,-5,-0.4
O=C1SCCC1NC(=O)C(c1ccccc1)c1ccccc1 (stereo unspecified),-3,-3%,-0.3,6%[57.1 µM],22%[57.1 µM],-5,23%,4,-2.1
Cc1ccc(NC(=O)Nc2ccc(C(=O)N3CCOCC3)cc2)cc1,-2,-8%,0.7,-8%,-5%,2,0%,8,0.2
COc1ccc(NC(=O)CN(C)C(=O)Cc2ccc3c(c2)CCC3)cc1,3,-23%,0.5,3%,-6%,0,-8%,-10,-0.1
CC(C)CNC(=O)/C=C/c1cccs1,6,-12%,-0.4,-13%,-22%,-9,2%,11,-0.4
CC(C)Oc1ccc(C(=O)N2CCC(c3nc4ccccc4s3)CC2)cc1,1,-17%,-1.7,-4%,12%,0,22%,.,-0.5
Cc1cc(C)cc(NC(=S)N2CCN(c3ccc(F)cc3)CC2)c1,3,-10%,0.4,-6%,-13%,3,1%,-13,-0.1
CCN(c1cccc2ccccc12)S(=O)(=O)c1ccc(Cl)nc1,0,-22%,-1.8,2%,19%,-2,12%,-6,0.1
Cc1cc(NC(=O)CC#N)n(-c2nc3ccccc3[nH]2)n1,0,-12%,-0.1,-11%,-11%,4,-5%,9,0.1
Cc1ccc(S(=O)(=O)NCc2nc3cccnc3n2Cc2ccccc2Cl)c(C)c1,-3,-20%,0.6,5%[57.1 µM],16%[57.1 µM],-3,12%,.,-0.6
Cc1ccc(-n2c(=O)cc(N3CCc4ccccc4C3)[nH]c2=O)cc1,5,-13%,1.8,-5%,-34%,-6,0%,-2,0.1
COc1ccc(Cl)cc1C(=O)NC(=S)Nc1cc(-c2nc3ccccc3[nH]2)ccc1C,-4,-6%,-1.1,9%[57.1 µM],4%[57.1 µM],2,1%,20,-0.5
Cc1c(F)cccc1NC(=O)c1ccc2c(c1)CCN2S(C)(=O)=O,7,-7%,-0.7,7%,39%,4,12%,4,0.3
COc1cccc(OCC(O)CN2CCN(c3ccc(F)cc3)CC2)c1 (stereo unspecified),-5,-20%,34*,7%,34%,-1,7%,80*,0.8
O=C(COC(=O)C1C2CC3OC(=O)C1C3C2)Nc1ccccc1 (stereo unspecified),1,-10%,-1.8,0%,13%,-5,5%,69*,-1.1
O=C(Nn1cnnc1)c1ccc(Cl)c([N+](=O)[O-])c1,20,-9%,-0.7,-5%,-1%,-10,0%,17,0.7
CSc1ncccc1C(=O)OCC(=O)NC1CCC(C)CC1 (stereo unspecified),-1,-19%,0.6,-3%,14%,-3,-8%,-8,-1.1
CN1/C(=c2/s/c(=C3/C(=O)N(c4ccccc4)NC3=Nc3ccccc3)n(C)c2=O)C(C)(C)c2ccccc21,-7,-22%,-1.8,-11%,-28%,2,2%,21,-1.3
CC(/C=N/n1c(-c2cc(C)[nH]n2)n[nH]c1=S)=C\c1ccccc1,-4,-3%,-1.3,-5%,-15%,-1,1%,-25,-0.5
CCN1CCN(C(=O)C2c3cc(OC)c(OC)cc3C(=O)N3CCc4ccccc4C23)CC1 (stereo unspecified),9,-9%,0.0,-4%,-6%,1,0%,-4,0.5
COc1cc(OC)cc(C(=O)NC2CCN(CCCOc3ccccc3)CC2)c1,7,-19%,0.0,-7%,-6%,-3,-11%,47*,-0.2
Cc1ccc2cc(-c3noc(C(C)(C)C)n3)c(=O)[nH]c2c1,2,-19%,0.6,63%[activator],12%,-2,6%,10,0.5
CC(=O)C1=C(C)Nc2ncnn2C1c1ccc(C)cc1 (stereo unspecified),-7,-7%,3.0,-2%,2%,-5,2%,19,1.1
COc1ccc([N+](=O)[O-])cc1/C=N/NC(=O)/C(=C\c1cccs1)NC(=O)c1ccccc1,-6,-4%,-0.3,4%[57.1 µM],43%[activator][57.1 µM],10,31%[activator],43*,-0.1
COc1ccc(CCNC(=O)C2CCN(C(=O)c3ccc(C(C)(C)C)cc3)CC2)cc1,2,-21%,-0.7,0%,-1%,-3,6%,-17,0.2
Cc1onc(-c2ccccc2)c1NC(=O)N(CCC#N)Cc1ccccc1,2,-10%,-0.9,-7%[57.1 µM],11%[57.1 µM],-2,5%,4,0.0
Cc1c(C(=O)OC2CCCC2)[nH]c2c1C(=O)CC(c1ccco1)C2 (stereo unspecified),0,-16%,-0.5,11%[57.1 µM],5%[57.1 µM],-2,5%,2,0.0
COc1ccc(CNC(=O)c2cc(C)nc3ccccc23)cc1OC,0,-24%,-0.1,7%[57.1 µM],11%[57.1 µM],-1,-6%,-19,-0.5
COC(=O)c1c(C(=O)OC)c(-c2ccc(Cl)cc2)n2c1CS(=O)(=O)C2,-3,0%,-0.5,-2%,22%[57.1 µM],-10,6%,13,0.2
Cc1cc(=O)n2ccccc2c1C#N,-5,-15%,0.3,495%[activator],?,-5,10%,11,0.8
COc1cc(NC(=O)C2CC(c3c(F)cccc3Cl)=NO2)cc(OC)c1OC (stereo unspecified),4,-26%,0.0,5%,22%,2,-1%,-3,-1.1
NCCN1CCN(CCN)CC1,-3,-20%,.,0%,-5%,0,1%,.,0.7
Cc1cc(C)c2nc(N3CCN(C(=O)c4ccco4)CC3)sc2c1,1,-22%,.,6%,7%,2,2%,.,0.1
Cc1ccc(CSCC(Nc2ccc(C(=O)O)cc2[N+](=O)[O-])C(=O)O)cc1 (stereo unspecified),1,-2%,.,7%[57.1 µM],-13%,-3,0%,.,-0.5
O=C(CCc1c[nH]c2ccccc12)NC(Cc1ccccc1)C(=O)O (stereo unspecified),-1,-22%,-2.6,-8%,-10%,-2,0%,10,0.2
O=C(CNC(=O)c1cccs1)N/N=C/c1cccc(Cl)c1,-2,-5%,-0.5,0%,1%,7,-10%,-3,-1.1
Cc1ccc(S(=O)(=O)NCC(=O)N(CC(=O)NCC2CCCO2)CC2CCCO2)cc1 (stereo unspecified),-1,0%,1.6,-11%,15%[57.1 µM],11,0%,-10,0.7
CCOC(=O)n1c(=O)oc2ccc(Cl)cc21,1,2%,-0.2,-12%,-21%,2,7%,0,0.1
COc1ccc(NC(=O)c2ccco2)c(NC(=O)c2ccc([N+](=O)[O-])cc2)c1,3,-19%,0.6,-1%,0%,-1,8%,-8,0.3
CCOC(=O)C1=C(C)N=c2s/c(=C/c3ccc(OCC(=O)O)cc3)c(=O)n2C1c1cc(OC)c(OC)c(OC)c1 (stereo unspecified),-8,-11%,1.0,3%[57.1 µM],5%[57.1 µM],-2,-4%,9,1.4
Cc1ccc(NCc2nnc3n2CCCCC3)cc1Cl,0,-29%,.,4%[57.1 µM],8%[57.1 µM],16,19%,.,-0.1
O=c1c(O)c(-c2ccccc2)oc2cc(O)cc(O)c12,-1,-29%,.,-2%,-8%,.,-7%,.,.
CCCn1nnc(NC(=O)COc2ccccc2Cl)n1,7,-6%,-1.3,19%[57.1 µM],56%[activator][57.1 µM],3,5%,-7,-1.7
Cc1ccc(SC(c2ccccc2)C(Cn2cncn2)C(=O)c2ccccc2)cc1 (stereo unspecified),3,-11%,1.5,-5%,6%,27,8%,-13,1.0
CCOCc1cnc(C)nc1NCC(=O)c1c(C)[nH]c2cc(C)ccc12,-5,-22%,.,3%[0.457 µM],17%,4,9%,.,-0.3
CC1CCN(CC(O)Cn2c3ccccc3c3ccccc32)CC1 (stereo unspecified),3,-19%,0.6,9%[57.1 µM],12%[57.1 µM],-2,3%,9,0.4
CCOC(=O)c1ccc(NC(=O)CSc2nnc(-c3cccs3)n2CC)cc1,2,-19%,-0.5,29%,27%,7,9%,-1,-1.6
